POLK inh: inhibitors of human DNA polymerase kappa | AID 588579 | purified Pol kappa, fluorescent DNA synthesis assay, 10 min | 400,000 tested, 0.53% active | Q9UBT6 | Potency, µM (top dose mostly 107 µM), inactives show at the highest dose activity, negative = inhibition, hits mostly inhibitors; note: potency is the fitted concentration of half-maximal effect; % is set by controls: 0 for no effect and ±100 for the full control effect
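Kinetic fluorescence screen: compound preincubated 15 min RT with 10 nM enzyme; 50 nM substrate (final) initiates; reads at 0/10 min.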
Pol iota inh: DNA polymerase iota (human) inhibition; Q9UNA4; Pol iota fluorescent replication assay, 10 min; Potency, µM (top dose mostly 115 µM), without a hit: top-dose activity, negative = inhibition, usual class: inhibitors; 390,000 tested, 1% active; note: potency is the fitted concentration of half-maximal effect
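Fluorescent replication assay read twice, at 0 min and 10 min after adding 50 nM (final) substrate. Enzyme (10 nM) and compounds were first incubated 15 min at room temperature; enzyme-free buffer wells were negative controls.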
TRHR ag: agonists of human TRH receptor; P34981; TRHR cells, calcium flux fluo-8, FDSS agonist mode; activation, % at 2 µM; 360,000 tested, 0.18% active; AID 493084; in the data active = activation above about 30%; note: 0% is about no effect
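TRHR-expressing cells, plated overnight in medium with 10% serum, were loaded with fluo-8 calcium dye at room temperature. After a 10 s baseline, library compound was pin-added and calcium release was recorded kinetically (ex 480/em 530) as agonist response.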
Anesthetic bind: candidate novel general anesthetic via apoferritin binding. apoferritin/1-aminoanthracene competitive binding, fluorescence. Potency, µM (highest dose often 77.5 µM), for the others: top-dose activity change, negative = displacement, actives largely listed as inhibitors. 350,000 tested, 0.074% active. AID 485281; note: potency is the fitted concentration of half-maximal effect; % is set by controls: 0 for no effect and ±100 for the full control effect; nearly all actives have a fitted effect of over 20% in size
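Apoferritin-based anesthetic binding model; compound displacement of fluorescent 1-AMA measured as endpoint fluorescence after 10 minutes at room temperature, scaled to free-ligand and complex controls.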
POLB inh: inhibitors of human DNA polymerase beta; Pol beta primer extension/strand displacement, fluorescence kinetic; Potency, µM (doses to about 114 µM), without a hit: at the top dose activity change, negative = inhibition, actives largely listed as inhibitors; 340,000 tested, 1.3% active; note: potency is the fitted concentration of half-maximal effect; % is set by controls: 0 for no effect and ±100 for the full control effect
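Human Pol beta at 10 nM; strand-displacement substrate 50 nM final. Compound exposure 15 min at room temperature before start, reaction 10 min at room temperature.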
APE1 inh: inhibitors of human APE1 endonuclease; P27695; recombinant APE1, TAMRA/BHQ-2 abasic DNA cleavage fluorescence; Potency, µM (highest dose often 65.8 µM), without a hit: top-dose activity change, negative = inhibition, most hits filed as inhibitors; 350,000 tested, 0.35% active; AID 2517;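 note: potency is the fitted concentration of half-maximal effect; plate controls were vehicle for no effect and reference inhibitor for full effect; nearly all actives have a fitted effect of over 55% in size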
Target sequence (P27695 whole entry, looked up): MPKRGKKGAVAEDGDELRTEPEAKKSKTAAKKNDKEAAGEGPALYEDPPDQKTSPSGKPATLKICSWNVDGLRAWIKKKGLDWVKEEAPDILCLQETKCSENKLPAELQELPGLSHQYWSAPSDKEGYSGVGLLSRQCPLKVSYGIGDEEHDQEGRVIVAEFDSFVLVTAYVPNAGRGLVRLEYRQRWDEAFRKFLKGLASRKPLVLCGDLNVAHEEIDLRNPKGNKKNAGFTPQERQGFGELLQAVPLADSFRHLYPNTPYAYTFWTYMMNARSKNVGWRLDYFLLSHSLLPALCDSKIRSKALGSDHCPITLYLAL
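APE1 at 0.75 nM final was preincubated with compound 15 min at room temperature, then 50 nM double-stranded THF abasic-site substrate (5'-TAMRA/3'-BHQ-2) was added. Fluorescence (ex 525/em 598 nm) was read kinetically; third-minus-first read gave activity.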
ERG Ets-DNA blk: inhibitors of human ERG Ets domain-DNA interaction; P11308; fluorescence polarization, His-ERG Ets domain / labelled DNA; Potency, µM (top dose mostly 76.9 µM), for the others: at the top dose FP activity, negative = inhibition, most hits filed as inhibitors; 370,000 tested, 0.028% active; AID 624246; active = well fitted inhibition curve with a large enough effect in the polarisation, with a control signal flat; inconclusive = small, poorly fitted or top-dose-only effect, or effect the other way, or a change in a side signal; inactive = no such curve, though single readings can be large or run the other way; the % refers to the polarisation;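 note: polarization taken with two DNA probes labelled with fluorescein and Texas red; potency is the fitted concentration of half-maximal effect; % of control where 0% means no effect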
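His-tagged ERG Ets domain (1 uM in the protein solution; 300mM KCl, 50mM Tris-HCl, 1mM EDTA, 1mM DTT, pH 7.5) received compound, then a probe mix of 5 nM fluorescein-DNA and 100nM Texas-615-DNA. Fluorescence polarization was read for both dyes.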
BLM inh: inhibitors of human Bloom syndrome helicase BLM; Potency, µM (highest dose often 56.1 µM), for inactives: top-dose activity change, negative = inhibition, actives largely listed as inhibitors; AID 2528; recombinant BLM DNA unwinding, fluorescence dequenching; 350,000 tested, 0.2% active; P54132;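 note: potency is the fitted concentration of half-maximal effect; plate controls were vehicle for no effect and no enzyme for full effect; nearly all actives have a fitted effect of over 35% in size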
ALOX12 inh: ALOX12 (human) lipoxygenase inhibition; 580,000 tested, 1.1% active; Potency, µM (top dose mostly 108 µM), for the others: top-dose activity change, negative = inhibition, usual class: inhibitors; purified 12hLO, xylenol orange hydroperoxide absorbance; P18054; note: potency is the fitted concentration of half-maximal effect; % is set by controls: 0 for no effect and ±100 for the full control effect
Target sequence (P18054 whole entry, looked up): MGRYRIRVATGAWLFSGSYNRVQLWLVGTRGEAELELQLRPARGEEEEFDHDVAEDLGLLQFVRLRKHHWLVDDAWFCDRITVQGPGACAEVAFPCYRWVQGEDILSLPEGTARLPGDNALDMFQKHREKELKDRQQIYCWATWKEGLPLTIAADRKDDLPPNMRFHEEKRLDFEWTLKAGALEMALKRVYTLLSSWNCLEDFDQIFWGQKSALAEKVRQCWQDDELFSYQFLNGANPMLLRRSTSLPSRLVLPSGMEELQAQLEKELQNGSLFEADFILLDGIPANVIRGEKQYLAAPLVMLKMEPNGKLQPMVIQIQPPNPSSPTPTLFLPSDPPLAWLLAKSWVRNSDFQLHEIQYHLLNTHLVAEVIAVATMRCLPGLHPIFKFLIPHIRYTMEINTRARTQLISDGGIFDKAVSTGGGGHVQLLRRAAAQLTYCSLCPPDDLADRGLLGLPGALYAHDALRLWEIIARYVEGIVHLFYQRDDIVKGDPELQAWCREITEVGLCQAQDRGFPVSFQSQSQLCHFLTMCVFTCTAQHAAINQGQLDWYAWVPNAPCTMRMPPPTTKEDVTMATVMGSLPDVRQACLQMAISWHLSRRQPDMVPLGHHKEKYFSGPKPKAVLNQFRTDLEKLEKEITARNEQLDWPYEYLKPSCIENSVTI
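Purified human 12hLO (150 nM final) in 25 mM Hepes, 0.01% Triton X-100, pH 7.0 was preincubated 15 min at room temperature with compound. Then 40 uM arachidonic acid was added, 30 min. Hydroperoxide was read by Fe-XO absorbance ratio 573/405 nm.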
Active calls of the source: *; u = inconclusive; x = not tested or not shown; & = joins results of further samples; [ ] = remark or other dose. Unless noted, calls come from the whole dose curve; as a rule, active = well fitted curve in the direction sought with a large enough effect; inconclusive = small, poorly fitted or top-dose-only effect, or another doubt; inactive = no such curve, though single readings can be large; an effect the other way counts as inactive or inconclusive.

Below each SMILES: POLK inh | Pol iota inh | TRHR ag | Anesthetic bind | POLB inh | APE1 inh | ERG Ets-DNA blk | BLM inh | ALOX12 inh
1	CCC[C@H](NC(=O)[C@H](Cc1ccc(O[S+](=O)([O-])O)cc1)NC(=O)OC(C)(C)C)C(=O)NCC(=O)N[C@@H](Cc1c[nH]c2ccccc12)C(=O)N[C@@H](CCC)C(=O)N[C@@H](CC(=O)OCCc1ccccc1)C(=O)O
    7%[60.1 µM] | x | x | 3% | x | -2% | x | -1% | x
2	Cn1cc(S(=O)(=O)c2ccc(Cl)cc2)c(=O)c2cc(F)c(N3CCCC3)cc21
    -3% | 0% | 0.4 | 8% | 11% | x | 6% | -3% | -12%
3	O=C(Nc1ccccc1O)c1csc2c1CCCC2
    -7% | 103%[activator] | -0.5 | u | u | -6% | -25% | -5% | u
4	O=C(NCc1ccc2c(c1)OCO2)c1ccc(-c2ccc(Cl)cc2)o1
    -7% | 3% | 0.6 | -10% | u | -6% | x | -8% | u
5	O=C(O)c1ccncc1
    3%[19.4 µM] | x | x | -1% | x | -6% | x | x | -13%
6	CC(C(=O)N1CCN(Cc2ccccc2)CC1)n1ncn2cccc2c1=O (centres undefined)
    10% | 0% | 0.1 | -4% | -2% | 7% | 12% | 2% | 13%
7	OCC1OC(n2ccc3c(NO)ncnc32)C(O)C1O (centres undefined)
    -11% | -13% | x | x | x | x | 16% | x | -3%
8	CCOc1ccc(NC(=O)NC2(C(=O)NCc3ccco3)CCCCC2)cc1
    -4% | 137%[activator] | -0.3 | 1% | u | 2% | 7% | -2% | 3%
9	Cc1cc(C)cc(OCc2nnc(SCC(=O)OC3CCCCC3)o2)c1
    2% | -1% | 1.5 | u | 21% | -2% | -9% | -1% | 9%
10	CC#CC(=O)N1CCC(CCC(=O)N(C)Cc2ccccc2)CC1
    2% | 22% | 0.2 | -1% | 32% | 34% | 1% | 1% | 11%

Single records (already shown). Screens in order: POLK inh | Pol iota inh | TRHR ag | Anesthetic bind | POLB inh | APE1 inh | ERG Ets-DNA blk | BLM inh | ALOX12 inh
`CC#CC(=O)N1CCC(CCC(=O)N(C)Cc2ccccc2)CC1` as listed: 2% | 22% | 0.2 | -1% | 32% | 34% | 1% | 1% | 11%
`CCC[C@H](NC(=O)[C@H](Cc1ccc(O[S+](=O)([O-])O)cc1)NC(=O)OC(C)(C)C)C(=O)NCC(=O)N[C@@H](Cc1c[nH]c2ccccc12)C(=O)N[C@@H](CCC)C(=O)N[C@@H](CC(=O)OCCc1ccccc1)C(=O)O` as listed: 7%[60.1 µM] | x | x | 3% | x | -2% | x | -1% | x

(further entries)
Below each SMILES: POLK inh | Pol iota inh | TRHR ag | Anesthetic bind | POLB inh | APE1 inh | ERG Ets-DNA blk | BLM inh | ALOX12 inh
11	O=C(/C=C\Nc1ccccc1Br)c1ccc2c(c1)OCO2
    -3% | 97%[activator] | 1.1 | -14% | -5% | 0% | 5% | -8% | -8%
12	COc1ccc(Oc2ncc3nc(-c4cn(C)c5ccccc45)c(=O)n(CCC#N)c3n2)cc1
    9%[60.1 µM] | x | x | x | x | -4% | x | -2% | 14%
13	O=C(Nc1nc(-c2cccs2)cs1)c1ccc(Cl)cc1
    -16% | -22% | -0.3 | -21% | -12% | 0% | 15% | -11% | u
14	Cc1ccc(S(=O)(=O)NCCCn2ccnc2)cc1
    3% | 32%[activator] | 0.1 | 3% | 34% | 3% | x | 1% | -8%
15	COc1cccc(CNC(=O)c2nnn(CC(=O)Nc3cc(C)ccc3C)c2N)c1
    -16% | u | -0.8 | -14% | u | 16% | -1% | -11% | 1%
16	O=C(NCCn1cccn1)C1CCC(=O)N(CCc2cccc(F)c2)C1 (centres undefined)
    -12% | 48%[activator] | 0.4 | -3% | 4% | -2% | -4% | -3% | 0%
17	COc1ccc(C(=O)N/N=C(\CCC(=O)O)c2ccc(C(C)(C)C)cc2)cc1OC
    -15% | 92%[activator] | 1.4 | -14% | -21% | -4% | -3% | 3% | u
18	COCCNC(=O)c1cccc(C)c1[N+](=O)[O-]
    0% | 27% | 0.5 | 4% | u | 0% | -2% | 5% | 0%
19	O=C(c1ccccc1)n1ccn(-c2ccccc2)c1=S
    -5% | 22% | 0.5 | -12% | -3% | 8% | 0% | 1% | 5%
20	CC(C)(C)NC(=O)CSc1nc2[nH]ncc2c(=O)[nH]1
    -1% | 8% | 0.0 | -5% | 36% | 1% | 11% | -2% | 12%
21	COc1cccc(-c2cc(C(=O)Nc3nc4ccccc4s3)c3ccccc3n2)c1
    -9% | u | 0.3 | -10% | 20% | -6% | x | 2% | u
22	CCc1noc(C)c1C(=O)N1CCCC(C(=O)c2cc(F)ccc2F)C1 (centres undefined)
    -8% | 86%[activator] | -0.5 | -10% | 32%[activator] | 0% | 6% | -1% | 0%
23	Brc1ccc(CSc2nnc(-c3cccnc3)o2)cc1
    1% | -4% | -1.8 | -18% | 40% | 13% | 18% | -3% | -6%
24	O=C(NC1CC2CCC(C1)N2Cc1ccccc1)c1cccc(F)c1 (centres undefined)
    2% | -15% | 0.1 | -1% | 17% | 20% | 1% | 1% | 14%
25	CC1=C(C(=O)OC2CCCCC2)C(c2ccc(F)cc2)NC(=O)N1 (centres undefined)
    1% | 24% | -0.7 | -10% | -18% | 30% | -9% | -7% | -3%
26	Fc1ccc(C(c2nnnn2Cc2ccccc2)N2CCSCC2)cc1 (centres undefined)
    -2%[60.1 µM] | 27% | -0.2 | -1% | -15% | 0% | x | -2% | -4%
27	CC(=O)N1N=C(c2ccc(C(C)(C)C)cc2)OC1(C)C
    -5% | -17% | -0.3 | u | 7%[57.1 µM] | -2% | x | -3% | -24%
28	O=C(CSc1ccc2nnc(-c3cccnc3)n2n1)NCc1ccco1
    -10% | -13% | 0.8 | -4% | 0% | 6% | -14% | -3% | 27%
29	CN(C(=O)COC(=O)CNC(=O)C1CCCCC1)c1ccccc1
    -9% | -3% | -0.4 | x | x | 8% | -2% | x | 178%[activator]
30	CCCOC(=O)c1ccc(Nc2c(C(=O)OCC)cnc3c(C)cc(Cl)cc23)cc1
    15% | 4% | -0.7 | 8% | -3% | x | 9% | -6% | 0%
31	COC(=O)c1cccc(N(CC(=O)NC2CCCC2)C(=O)CNC(=O)c2cccs2)c1
    -4% | 46%[activator] | 0.0 | 7% | 10% | -1% | -1% | 0% | 0%
32	CCN=C1S/C(=C\c2cc(Br)c(O)c(OC)c2)C(=O)N1CC
    -3% | 9% | 7.3 | -4% | 3% | -12% | 26% | -2% | u
33	Cc1ccc(-c2nn3c(C)nnc3c3ccccc23)cc1S(=O)(=O)NCC(C)O (centres undefined)
    -7%[60.1 µM] | 3% | 0.9 | -2% | u | x | -10% | 2% | -3%
34	COCCNC(=S)N/N=C/c1ccc(OCc2ccc(C(=O)OC)cc2)c(OC)c1
    -10% | -2% | 0.3 | -12% | 3% | 1% | 12% | -18% | x
35	Cc1csc(NC(=O)Cc2ccc(F)cc2)n1
    3% | 133%[activator] | -0.2 | -9% | 22% | -6% | 2% | 1% | 12%
36	CC(C)Oc1ccc(CNC(=O)C2CCCN(S(=O)(=O)N3CCOCC3)C2)cc1 (centres undefined)
    14% | 29% | 1.8 | -5% | -1% | 5% | 12% | 3% | 9%
37	Cn1c(=O)c(C(=O)COC(=O)c2cc(C(F)(F)F)nc3c(C(F)(F)F)cccc23)c(N)n(CC2CC2)c1=O
    x | x | 0.8 | u | 2% | -3%&-2% | x | -14%&-4% | 0%
38	CN(Cc1ccccc1)C(=S)NC(=O)C1CCCCC1
    -4% | -7% | -1.3 | u | 3%[57.1 µM] | 4% | -3% | 1% | -9%
39	O=C(N/N=C/c1ccc([N+](=O)[O-])o1)c1cc(-c2ccncc2)nc2ccccc12
    u | u | -0.7 | -12% | u | -8% | -5% | -8% | -16%
40	CSc1ccc(/C=N/n2nnnc2N)cc1
    1% | -5% | -0.8 | 9% | 7% | 0% | -2% | -3% | -17%
41	Cc1cccc(OCC(=O)NCC(=O)N/N=C/c2cc(Br)cc(Br)c2O)c1
    -6% | 39%[activator] | 1.4 | 36%[activator] | 1% | -9% | 8% | -5% | 28%
42	COc1cc(OC)cc(-c2c(C#Cc3ccsc3)c3cc(-c4cnc(OC)nc4)ccc3n2C)c1
    9% | 26% | 0.3 | x | x | 23% | -12% | x | -2%
43	CCOC(=O)[C@@H]1[C@H]2COc3cc(OC)ccc3[C@@H]2N2C(=O)N(c3cccc(C)c3)C(=O)[C@@]12C
    2% | 10% | -0.7 | -15% | 5% | 0% | 3% | -4% | 13%
44	CC1=C(C(=O)Nc2ccccc2)C(c2ccccn2)n2nc(SCc3ccccc3Cl)nc2N1 (centres undefined)
    4% | 12% | -0.1 | 0% | 1% | x | 0% | -3% | -22%
45	O=C(c1cc(COc2cccc3cnccc23)on1)N1CCCC(CCCO)C1 (centres undefined)
    16% | -6% | 1.1 | u | 18% | 49% | -9% | 1% | 2%
46	CCN(CC)CCNC(=O)Cc1nn(Cc2ccccc2)c(=O)c2ccccc12
    -5% | 97%[activator] | 0.3 | -2% | -2% | 6% | 3% | -6% | -17%
47	C/C(CC(=O)Nc1cc(C)ccn1)=N\NC(=O)C(=O)NC(C)C
    -8% | 20% | -0.1 | -3% | -4% | 3% | -4% | -5% | 2%
48	Cc1cc(C)n2nc(C(=O)NC(c3ccccc3)c3ccccc3)nc2n1
    -23% | 285%[activator] | 0.2 | -13% | -9% | -3% | 0% | 0% | 1%
49	N#CC1=C2N=C(N)c3ccccc3N2C2=C(C(=O)CCC2)C1c1ccccc1F (centres undefined)
    -9% | 60%[activator] | -0.2 | 3% | 17% | -10% | 5% | -10% | 64%[activator]
50	Cn1cc(CNCc2cn(C)nc2-c2ccc(C3CCCCC3)cc2)cn1
    -8% | -8% | 0.6 | -19% | 5% | -2% | 2% | 0% | 0%
51	CC(C)Nc1nnc(SC(C)C(=O)N(C)C2CCCCC2)s1 (centres undefined)
    1% | 54%[activator] | -0.3 | x | x | 17% | -1% | x | 7%

Screening results as filed in PubChem BioAssay.

Some of the compounds tested (hit frequency here may not be typical).
